Bioassay records (PubChem BioAssay)
TCR-CD3 inh: human TCR-CD3 binding inhibition; TAMRA-labeled TCR probe fluorescence, biochemical; inhibition, % at 9.4 µM; 360,000 tested, 0.37% active; in the data active = inhibition above about 19%;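 note: recombinant mutant TCR 2C K166C tagged with TAMRA read by polarization; 0% = receptor in buffer alone and 100% = receptor with positive control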
PRMT1 FP inh: PRMT1 (human) inhibition, primary screen; recombinant PRMT1, activity-based probe fluorescence polarization; inhibition, % at 2.79 µM; 370,000 tested, 1.3% active; AID 652257;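 active = inhibition above about 21% made by adding two undisclosed values, limit read from the data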
PG9 Ab binder: PG9 antibody binding by small molecule | TR-FRET gp120-PG9 antibody binding | 360,000 tested, 0.43% active | inhibition, % at 6.7 µM; in the data active = inhibition above about 8.5%
Rev-erbA mod: modulators of human Rev-erb alpha DNA binding; Rev-erbα–FITC-DNA binding, fluorescence polarization, 90 min; activity, % at 10 µM; P20393; 370,000 tested, 0.79% active; AID 1259318;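 active = activity above about 14%, limit read from the data; passing the limit was not always enough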;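 note: 0% = DMSO wells with 35 nM protein and 100% = DMSO wells with 750 nM protein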
TDP2 inh: TDP2 (human) inhibition, absorbance primary screen; O95551; recombinant TDP2, T5PNP hydrolysis, p-nitrophenol absorbance 415 nm; inhibition, % at 12.8 µM; 370,000 tested, 0.34% active;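 active = inhibition above the mean of all tested compounds plus 3 SD, set per campaign, cut at about 25% in these data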;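 note: 0% = DMSO with enzyme and 100% = buffer with substrate but no TDP2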
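Assay system: Recombinant human TDP2 | Quantity: 120 nM TDP2 per well | Incubation: 2 h at 37 °C | Signal: Epi absorbance | Evaluation: Percent inhibition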
LEDGF integ inh: blocks HIV-1 LEDGF/p75-dependent DNA integration | TR-FRET IN-LEDGF/p75 DNA integration, Eu/Cy5 | inhibition, % at 3.7 µM | 370,000 tested, 0.64% active | AID 743269;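 active = inhibition above the screen-wide mean plus 3 SD, cut at about 13% in these data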;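 note: signal is the Cy5 over europium emission ratio at 671 and 618 nm; 0% = plate median of compound wells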
HTRA1 inh: HTRA1 (human) protease inhibition; 340,000 tested, 0.5% active; inhibition, % at 5.96 µM; recombinant HTRA1, FP-rhodamine activity-based probe, fluorescence polarization; Q92743; AID 504803; in the data active = inhibition above about 36%;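 note: 0% = enzyme with DMSO and 100% = wells lacking enzyme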
Target sequence (Q92743 whole entry, looked up): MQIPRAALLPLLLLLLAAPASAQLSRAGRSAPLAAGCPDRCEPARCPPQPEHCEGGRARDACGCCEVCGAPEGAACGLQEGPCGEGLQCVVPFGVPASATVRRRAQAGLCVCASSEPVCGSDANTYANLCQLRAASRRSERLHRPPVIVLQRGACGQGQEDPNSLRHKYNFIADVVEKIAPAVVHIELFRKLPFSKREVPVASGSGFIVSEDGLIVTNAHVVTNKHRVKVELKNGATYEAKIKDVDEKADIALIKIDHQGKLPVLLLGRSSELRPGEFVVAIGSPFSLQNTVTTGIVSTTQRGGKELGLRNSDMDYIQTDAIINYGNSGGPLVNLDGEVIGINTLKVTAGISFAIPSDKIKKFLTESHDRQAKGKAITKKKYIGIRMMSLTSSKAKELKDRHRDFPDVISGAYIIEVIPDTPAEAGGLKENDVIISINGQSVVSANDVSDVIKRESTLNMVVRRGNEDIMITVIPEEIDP
SIAE inh: blocks human sialic acid acetylesterase. AID 1053197. 370,000 tested, 0.69% active. inhibition, % at 9.66 µM. SIAE FP-Rh probe binding, fluorescence polarization;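 active = inhibition above a cutoff: mean of compounds within the control limits plus 3 SD of those, cut at about 17% in these data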;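 note: 0% = plate median of compound wells and 100% = probe without SIAE protein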
Target sequence (Q9HAT2 whole entry, looked up): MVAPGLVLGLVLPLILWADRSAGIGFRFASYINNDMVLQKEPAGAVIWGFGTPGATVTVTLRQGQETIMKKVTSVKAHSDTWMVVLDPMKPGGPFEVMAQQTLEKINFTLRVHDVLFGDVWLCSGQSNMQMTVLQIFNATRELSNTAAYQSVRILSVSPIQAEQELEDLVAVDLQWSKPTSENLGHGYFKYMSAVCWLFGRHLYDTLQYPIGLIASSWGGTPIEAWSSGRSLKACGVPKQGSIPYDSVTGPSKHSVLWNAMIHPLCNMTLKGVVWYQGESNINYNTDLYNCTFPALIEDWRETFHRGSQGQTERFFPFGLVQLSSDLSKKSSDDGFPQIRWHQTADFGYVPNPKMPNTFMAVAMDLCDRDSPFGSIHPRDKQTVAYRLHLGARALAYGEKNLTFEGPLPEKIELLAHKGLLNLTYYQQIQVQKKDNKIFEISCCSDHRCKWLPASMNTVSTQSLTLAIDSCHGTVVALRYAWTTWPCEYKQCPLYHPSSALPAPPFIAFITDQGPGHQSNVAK
rCAG RNA binder: binds r(CAG) RNA repeats; r(CAG) RNA repeat, TO-PRO-1 dye displacement fluorescence; inhibition, % at 3 µM; 370,000 tested, 1.3% active; AID 651821;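 active = inhibition above the plate cutoff, the mean of all test compounds on that plate plus 3 SD, cut at about 35% in these data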;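 note: 0% = DMSO alone and 100% = 100 µM mitoxantrone as full dye displacement; higher means more dye released from RNA so lower well fluorescence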
ABHD4 inh: ABHD4 (mouse) inhibition, primary FP screen; 370,000 tested, 0.54% active; purified mABHD4, FP-Rh probe fluorescence polarization; AID 720543; inhibition, % at 8.92 µM; Q8VD66;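 active = inhibition exceeding the mean over every tested compound plus 3 SD, cut at about 30% in these data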;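 note: 0% = plate median of compound wells and 100% = S159A mutant with DMSO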
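Assay system: mouse ABHD4 enzyme, wild type / Also added: fluorescent activity-based probe FP-Rh / Doses: single nominal dose of 8.92 µM, 0.89% DMSO final / Timing: 45 min compound pre-incubation plus 60 min probe step, 25 °C / Signal: FP readout, ex 525 nm / em 598 nm / Control set: S159A mutant/DMSO as 100%, compound-well median as 0%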
Active calls of the source: *; & = joins results of further samples.

`CC(=O)N1CCc2cc(S(=O)(=O)NC(C(=O)Nc3ccc4c(c3)OCCO4)C(C)C)ccc21` (configuration not stated) gave TCR-CD3 inh -8, PRMT1 FP inh 0, PG9 Ab binder 0.6, Rev-erbA mod -1, TDP2 inh -16, LEDGF integ inh 2, HTRA1 inh -5, SIAE inh 3, rCAG RNA binder 2 and ABHD4 inh -9.
Screening COc1ccc(S(=O)(=O)N2CCN(C)CC2)cc1C(=O)N1CCCCC1 returned TCR-CD3 inh -6, PRMT1 FP inh 3, PG9 Ab binder 0.4, Rev-erbA mod 1, TDP2 inh 1, LEDGF integ inh -4, HTRA1 inh 6, SIAE inh -4, rCAG RNA binder -5 and ABHD4 inh 1.
Screening O=C1NC(=O)C(=O)N1 returned TCR-CD3 inh -2, PRMT1 FP inh -2, PG9 Ab binder -2.3, Rev-erbA mod 5, TDP2 inh -6, LEDGF integ inh 2, HTRA1 inh 4, SIAE inh -4, rCAG RNA binder 2 and ABHD4 inh -6.
CC(C)NC(=O)NC(=O)CN1C(=O)NC2(CCc3ccccc3C2)C1=O (configuration not stated) was read as TCR-CD3 inh 1, PRMT1 FP inh -5, PG9 Ab binder -1.4, Rev-erbA mod 4, TDP2 inh 8, LEDGF integ inh -3, HTRA1 inh 7, SIAE inh -5, rCAG RNA binder 4 and ABHD4 inh -4.
CC1=C(C(=O)N(C)C)CC(CC(=O)NCCc2ccccn2)C(=O)N1CCC1=CCCCC1 (configuration not stated) was read as TCR-CD3 inh 4, PRMT1 FP inh -3, PG9 Ab binder -0.3, Rev-erbA mod -4, TDP2 inh -12, LEDGF integ inh 1, HTRA1 inh -2, SIAE inh 5, rCAG RNA binder -1 and ABHD4 inh 2.
For CC(n1cnnn1)C12CC3CC(CC(C3)C1)C2 (configuration not stated) the results were TCR-CD3 inh -8, PRMT1 FP inh -3, PG9 Ab binder 0.8, Rev-erbA mod 6, TDP2 inh 0, LEDGF integ inh 0, HTRA1 inh 8, SIAE inh 0, rCAG RNA binder -4 and ABHD4 inh -2.
Nc1nnc(SCCOc2cccc(Br)c2)s1 was read as TCR-CD3 inh 1, PRMT1 FP inh -3, PG9 Ab binder -1.1, Rev-erbA mod -2, TDP2 inh -10, LEDGF integ inh 5, HTRA1 inh -6, SIAE inh 0, rCAG RNA binder -2 and ABHD4 inh -5.
`CC(OC(=O)c1cccc(Cl)c1)C(=O)NC1CCCCC1C` (configuration not stated) gave TCR-CD3 inh 4, PRMT1 FP inh 13, PG9 Ab binder -0.3, Rev-erbA mod 1, TDP2 inh 4, LEDGF integ inh 4, HTRA1 inh 1, SIAE inh -2, rCAG RNA binder -3 and ABHD4 inh -1.
NNC(=O)[C@@H]1C[C@@H]1c1ccccc1 was read as TCR-CD3 inh 1, PRMT1 FP inh -2, PG9 Ab binder -4.0, Rev-erbA mod -2, TDP2 inh -6, LEDGF integ inh -5, HTRA1 inh -7, SIAE inh -4, rCAG RNA binder -2 and ABHD4 inh 1.
Screening O=C(c1ccc(S(=O)(=O)Cc2cc(F)ccc2F)c([N+](=O)[O-])c1)N1CCOCC1 returned TCR-CD3 inh 3, PRMT1 FP inh 20, PG9 Ab binder 1.4, Rev-erbA mod -4, TDP2 inh -17, LEDGF integ inh 2, HTRA1 inh -2, SIAE inh 0, rCAG RNA binder 3 and ABHD4 inh -6.
For O=C(NCCN1CCOCC1)c1csc2c1CCCCC2 the results were TCR-CD3 inh -4, PRMT1 FP inh 0, PG9 Ab binder 1.0, Rev-erbA mod -2, TDP2 inh 7, LEDGF integ inh -1, HTRA1 inh -2, SIAE inh 2, rCAG RNA binder -5 and ABHD4 inh 2.
Screening O=C(CCCNS(=O)(=O)c1ccc(Cl)c(Cl)c1)NCCc1ccccn1 returned TCR-CD3 inh -1, PRMT1 FP inh 4, PG9 Ab binder -0.1, Rev-erbA mod 0, TDP2 inh 6, LEDGF integ inh -4, HTRA1 inh 9, SIAE inh -4, rCAG RNA binder -7 and ABHD4 inh 4.
`CCOc1ccc(N(C(=O)c2snc(C(N)=O)c2N)C(C(=O)NC2CCCC2)C(C)C)cc1` (configuration not stated) gave TCR-CD3 inh 1, PRMT1 FP inh -10, PG9 Ab binder -2.2, Rev-erbA mod -1, TDP2 inh -6, LEDGF integ inh 1, HTRA1 inh 6, SIAE inh -1, rCAG RNA binder 3 and ABHD4 inh -7.
`COc1ccc(C(=S)N2CCN(c3ccccc3C)CC2)cc1` gave TCR-CD3 inh -12, PRMT1 FP inh 16, PG9 Ab binder -1.8, Rev-erbA mod -1, TDP2 inh -21, LEDGF integ inh 7, HTRA1 inh -15, SIAE inh -2, rCAG RNA binder 0 and ABHD4 inh -17.
For O=C1COc2ccc(S(=O)(=O)N3CCC(C(=O)NCc4ccccc4)CC3)cc2N1 the results were TCR-CD3 inh 1, PRMT1 FP inh 2, PG9 Ab binder -0.1, Rev-erbA mod -10, TDP2 inh 10, LEDGF integ inh -3, HTRA1 inh 0, SIAE inh -5, rCAG RNA binder -3 and ABHD4 inh 1.
CCn1cc(C(=O)O)c(=O)c2cc(F)c(N3CCN(C)CC3)cc21 was read as TCR-CD3 inh -4, PRMT1 FP inh -1, PG9 Ab binder -1.1, Rev-erbA mod -6&4, TDP2 inh -7, LEDGF integ inh 0, HTRA1 inh -11, SIAE inh 4, rCAG RNA binder -1 and ABHD4 inh 17.
For Nc1cc(Cl)nc(N/N=C/c2ccccc2[N+](=O)[O-])n1 the results were TCR-CD3 inh 2, PRMT1 FP inh 3, PG9 Ab binder -0.3, Rev-erbA mod 2, TDP2 inh 7, LEDGF integ inh 5, HTRA1 inh 3, SIAE inh 18*, rCAG RNA binder 0 and ABHD4 inh 2.
`COc1ccc(-c2cc(=O)oc3cc(OCC(C)=O)ccc23)cc1` gave TCR-CD3 inh -4, PRMT1 FP inh 0, PG9 Ab binder 3.7, Rev-erbA mod 1, TDP2 inh -5, LEDGF integ inh 1, HTRA1 inh -3, SIAE inh 2, rCAG RNA binder 5 and ABHD4 inh 3.
Screening COc1ccccc1NS(=O)(=O)N(C)C returned TCR-CD3 inh 7, PRMT1 FP inh -1, PG9 Ab binder -0.2, Rev-erbA mod -7, TDP2 inh 6, LEDGF integ inh -1, HTRA1 inh 2, SIAE inh 1, rCAG RNA binder 1 and ABHD4 inh 1.
CCCCc1nc2ccccc2c(NC(=O)CN2CCN(C)CC2)c1CCC was read as TCR-CD3 inh 1, PRMT1 FP inh 3, PG9 Ab binder -0.3, Rev-erbA mod -5, TDP2 inh 15, LEDGF integ inh 9, HTRA1 inh 3, SIAE inh 4, rCAG RNA binder -10 and ABHD4 inh 27.
`O=C(COC(=O)C1=COCCO1)Nc1ccc(OC(F)F)cc1` gave TCR-CD3 inh -1, PRMT1 FP inh 5, PG9 Ab binder 1.4, Rev-erbA mod 5, TDP2 inh -7, LEDGF integ inh -1, HTRA1 inh 0, SIAE inh 1, rCAG RNA binder -4 and ABHD4 inh -3.
CCOc1ccc(/C=C\c2nc(O)c([N+](=O)[O-])c(=O)[nH]2)cc1OCC was read as TCR-CD3 inh 7, PRMT1 FP inh -1, PG9 Ab binder 0.1, Rev-erbA mod -3, TDP2 inh 7, LEDGF integ inh -3, HTRA1 inh 3, SIAE inh -3, rCAG RNA binder 3 and ABHD4 inh 1.
For COc1ccc(OCc2cc(C(=O)NCC(C)Oc3cccnc3)no2)c(Cl)c1 (configuration not stated) the results were TCR-CD3 inh -4, PRMT1 FP inh 3, PG9 Ab binder 1.9, Rev-erbA mod 4, TDP2 inh -7, LEDGF integ inh -5, HTRA1 inh -10, SIAE inh -4, rCAG RNA binder -7 and ABHD4 inh -14.
Screening Cc1cc(F)ccc1S(=O)(=O)N1CCCOC1CNC(=O)C(=O)NC1CC1 (configuration not stated) returned TCR-CD3 inh 2, PRMT1 FP inh 1, PG9 Ab binder -0.6, Rev-erbA mod 0, TDP2 inh -13, LEDGF integ inh -3, HTRA1 inh 2, SIAE inh -1, rCAG RNA binder -4 and ABHD4 inh 2.

3 records drawn at random from the list so far, as already listed:
For Nc1cc(Cl)nc(N/N=C/c2ccccc2[N+](=O)[O-])n1 the results were TCR-CD3 inh 2, PRMT1 FP inh 3, PG9 Ab binder -0.3, Rev-erbA mod 2, TDP2 inh 7, LEDGF integ inh 5, HTRA1 inh 3, SIAE inh 18*, rCAG RNA binder 0 and ABHD4 inh 2.
`O=C(COC(=O)C1=COCCO1)Nc1ccc(OC(F)F)cc1` gave TCR-CD3 inh -1, PRMT1 FP inh 5, PG9 Ab binder 1.4, Rev-erbA mod 5, TDP2 inh -7, LEDGF integ inh -1, HTRA1 inh 0, SIAE inh 1, rCAG RNA binder -4 and ABHD4 inh -3.
Screening COc1ccccc1NS(=O)(=O)N(C)C returned TCR-CD3 inh 7, PRMT1 FP inh -1, PG9 Ab binder -0.2, Rev-erbA mod -7, TDP2 inh 6, LEDGF integ inh -1, HTRA1 inh 2, SIAE inh 1, rCAG RNA binder 1 and ABHD4 inh 1.

Continued.
Screening O=C(O)c1ccccc1Sc1ncnc2sc3c(c12)CCC3 returned TCR-CD3 inh -2, PRMT1 FP inh 3, PG9 Ab binder 7.5, Rev-erbA mod -3, TDP2 inh -2, LEDGF integ inh -2, HTRA1 inh -1, SIAE inh -6, rCAG RNA binder 6 and ABHD4 inh 0.
Screening CCCCOCCCNC(=O)C[C@@H]1C[C@@]2(C(=O)OCC)CCC=C2N(Cc2ccco2)C1=O returned TCR-CD3 inh 11, PRMT1 FP inh -2, PG9 Ab binder 1.2, Rev-erbA mod 8, TDP2 inh -1, LEDGF integ inh 5, SIAE inh -1, rCAG RNA binder 5 and ABHD4 inh 2.
`COc1ccc(OC)c(CN2CCCC(C(=O)N3CCCCC3)C2)c1` (configuration not stated) gave TCR-CD3 inh 9, PRMT1 FP inh 0, PG9 Ab binder -3.1, Rev-erbA mod 7, TDP2 inh -2, LEDGF integ inh -2, HTRA1 inh -1, SIAE inh 5, rCAG RNA binder -1 and ABHD4 inh 6.
`CC(=O)/C(=N\Nc1cccc(Cl)c1)Sc1cccc2cccnc12` gave TCR-CD3 inh 2, PRMT1 FP inh -2, PG9 Ab binder -1.2, Rev-erbA mod 2, TDP2 inh 2, LEDGF integ inh -4, HTRA1 inh -9, SIAE inh -4, rCAG RNA binder 0 and ABHD4 inh 0.
For CCCCc1ccc(NC(=S)NCc2ccc(OC)cc2)cc1 the results were TCR-CD3 inh -3, PRMT1 FP inh 1, PG9 Ab binder -1.3, Rev-erbA mod 1, TDP2 inh -3, LEDGF integ inh -3, HTRA1 inh -33, SIAE inh -2, rCAG RNA binder -2 and ABHD4 inh -9.
For OCCNCCCOc1ccc(Cl)cc1Br the results were TCR-CD3 inh -4, PRMT1 FP inh 3, PG9 Ab binder -1.2, Rev-erbA mod 2, TDP2 inh -12, LEDGF integ inh -3, HTRA1 inh 0, SIAE inh -1, rCAG RNA binder 1 and ABHD4 inh 9.

These rows are one share of the data; rates above refer to the full screens.
